mHTT-CaM PPI inh – disrupts binding of mutant huntingtin to calmodulin. P42858. AlphaScreen His-mHTT/GST-CaM binding, luminescence. inhibition, % at 15 µM. 190,000 compounds, 3.6% hits;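 further: 0% = both proteins with DMSO and 100% = one protein alone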
Pf apPOL block – Pf-apPOL DNA polymerase inhibition. Recombinant Pf-apPOL, molecular beacon fluorescence, 1.5 h. inhibition, % at 10 µM. 210,000 compounds, 0.25% hits. AID 1794808
Active calls of the source: *; · = no result given; & = joins results of further samples. No stated cut-off is given here; in the data, active means inhibition above about 50%; inactive means the rest.

SMILES | mHTT-CaM PPI inh | Pf apPOL block
O=c1c2ccccc2c(-c2ccc(F)cc2)nn1-c1cc(N2CCOCC2)ccc1[N+](=O)[O-] | 35 | 0
COc1ccccc1CC(=O)N1CCCn2nc(-c3cccc(C)c3)cc2C1 | 38 | -7
CCOC(=O)C1CCN(C(=O)CC2CCN(c3ccnc(OC)n3)CC2)CC1 | 5 | -4
O=C(CSc1nnc(-c2cccnc2)n1-c1ccccc1)N1CCCC1 | 1 | -2
CC(NC(=O)CNC1CCCCC1)C12CC3CC(CC(C3)C1)C2 (stereo unspecified) | 2 | -11
Cn1c(CSc2nc3ccccc3s2)nnc1SCC(=O)NCc1cccnc1 | 1 | -8
CC(C)Cn1c(C2CCN(S(=O)(=O)c3cccc(Cl)c3)C2)nc2ccncc21 (stereo unspecified) | 1 | -9
COc1ccc(N=C(Nc2cccc(C(F)(F)F)c2)SC)cc1 | · | 8
COc1ccc(-c2nc3ccccc3c(=O)n2CC(=O)Nc2ccc(C)c(F)c2)cc1OC | 23 | -3
O=C(CSc1c(Cl)c(Cl)cc(Cl)c1Cl)Nc1ccc(Cl)cc1 | · | 8&-12
O=C(Nc1nc(-c2ccccc2)cs1)c1cncc(Br)c1 | 4 | -1
CC(C)c1cc(C(=O)N2CCCC2c2ccc(F)cc2)no1 (stereo unspecified) | -15 | -1

Fetched by compound from the list above:
SMILES | mHTT-CaM PPI inh | Pf apPOL block
COc1ccccc1CC(=O)N1CCCn2nc(-c3cccc(C)c3)cc2C1 | 38 | -7
CC(C)c1cc(C(=O)N2CCCC2c2ccc(F)cc2)no1 (stereo unspecified) | -15 | -1
CC(C)Cn1c(C2CCN(S(=O)(=O)c3cccc(Cl)c3)C2)nc2ccncc21 (stereo unspecified) | 1 | -9
COc1ccc(-c2nc3ccccc3c(=O)n2CC(=O)Nc2ccc(C)c(F)c2)cc1OC | 23 | -3
Cn1c(CSc2nc3ccccc3s2)nnc1SCC(=O)NCc1cccnc1 | 1 | -8

Going on with the list.
SMILES | mHTT-CaM PPI inh | Pf apPOL block
CCC(Sc1nc(NCc2ccc(Cl)cc2)c2ccccc2n1)C(=O)N1CCOCC1 (stereo unspecified) | 34 | -5
Cc1cccn2c(=O)c3cc(C(=O)NC4CCCCC4)c(=N)n(C4CCCCC4)c3nc12 | -3 | 8
O=C1C(=Cc2ccco2)Oc2c1ccc(O)c2CN1CCOCC1 | 9 | 0
CCn1nc(C)c2ccn(CC(=O)NC3CCCC3)c(=O)c21 | -2 | 1
COc1cc(C=O)ccc1OCc1ccc(Cl)c(Cl)c1 | -11 | 2
O=S(=O)(NC1CCN(c2ncnc3c2CCC3)C1)c1ccccc1 (stereo unspecified) | 2 | -7
CCOc1ccccc1NC(=O)N1CCN(c2nc3ccncc3n(CC)c2=O)CC1 | -1 | -4
Cc1cccc(NC(=S)N2CCCN(c3ncccc3[N+](=O)[O-])CC2)c1 | · | -11
O=C(Nc1ccccc1Cl)C1CCCN(C(=O)c2cccc(C(F)(F)F)c2)C1 (stereo unspecified) | 33 | -10
COc1cc(NC(=O)COc2ccc(C)c(C)c2)cc(OC)c1 | -11 | -1
O=C(NCc1ccccc1)C(=O)Nc1c(O)c2ccccc2[nH]c1=O | 0 | 3
CSc1cccc(NC(=O)C(=O)NCC2(c3ccccc3)CCOCC2)c1 | -6 | -2
CCOC(=O)C1Oc2ccccc2C(c2cccc3ccccc23)=C1C(=O)OC (stereo unspecified) | -10 | -10
Cc1ccccc1NC(=O)C1CC(=O)N(c2ccc3c(c2)CCN3C(=O)C2CC2)C1 (stereo unspecified) | 5 | 12
O=C(Cc1nnc(-c2ccc3ncccc3c2)o1)Nc1ccc(F)cc1 | 7 | 1
Cc1ccc(S(=O)(=O)NCc2csc(-c3cccs3)n2)cc1 | · | -1&-3
COC(=O)C(C)Oc1ccc2c(c1)OC(=Cc1ccccc1C)C2=O (stereo unspecified) | 1 | -7
CC1Cc2ccc(-c3cc(COC(=O)c4ccc5ccccc5n4)no3)cc2O1 (stereo unspecified) | -23 | -6
Cc1cc(Nc2cc([N+](=O)[O-])ccc2C)n2ncnc2n1 | 4 | 0
CCOc1ccc(NS(=O)(=O)c2cc(Br)cc3c2N(C(C)=O)CC3)cc1 | 7 | 0
CCN1CCN(C(=O)c2ccc3c(c2)OCO3)CC1 | 2 | -6
CC(C)c1ccc2oc(=O)cc(CN3CCCCC3)c2c1 | -25 | -3
Cn1cc(CC(=O)Nc2cccnc2)c2ccccc21 | 8 | -20
O=C(c1ccccc1)N1CCC(CCNS(=O)(=O)Cc2ccccc2)CC1 | 28 | 0
O=C(O)C[C@H]1c2cc(C(F)(F)F)ccc2S(=O)(=O)N1C1CCCCC1 | -9 | -17
Cc1cc(C)cc(C(=O)N2CCC(COc3ccccc3C(=O)NC(C)C)CC2)c1 | 0 | 2
CC(C)CN1CCn2cc(C(=O)NCc3cccs3)nc2C1 | 7 | 0
COc1cccc(-c2ccnc3c(C(=O)NCC(C)C)cnn23)c1 | -27 | 4
CCN(CC)Cc1c(O)ccc2c1OC(=Cc1ccccc1OC)C2=O | 12 | -8
COc1ccc(C(=O)N2CCC3(C2)NCc2ccccc2NC3=NC2CCCC2)cc1OC (stereo unspecified) | 5 | -5
Cc1noc(C)c1C1CCCN1C(=O)Cc1cccc(F)c1 (stereo unspecified) | 0 | -3
Cc1cc(C)nc(SCC(=O)Nc2ncc(Cc3cccc(C(F)(F)F)c3)s2)n1 | 13 | 0
O=C(Nc1cccc(Cl)c1)c1cc(-c2ccc(Br)cc2)on1 | 0 | -3
CCc1ccc(-c2noc(CN3C(=O)C(C)Oc4ccccc43)n2)cc1 (stereo unspecified) | -29 | 2
c1ccc(Nc2nnc(-c3cccc4ccccc34)o2)cc1 | · | -4
CC(C)c1nc(NCCCO)c(C#N)c2c1CCCC2 | 6 | -3

A different layout for three compounds above:
canonical_smiles: CSc1cccc(NC(=O)C(=O)NCC2(c3ccccc3)CCOCC2)c1
  mHTT-CaM PPI inh: -6
  Pf apPOL block: -2
canonical_smiles: c1ccc(Nc2nnc(-c3cccc4ccccc34)o2)cc1
  mHTT-CaM PPI inh: ·
  Pf apPOL block: -4
canonical_smiles: O=C(O)C[C@H]1c2cc(C(F)(F)F)ccc2S(=O)(=O)N1C1CCCCC1
  mHTT-CaM PPI inh: -9
  Pf apPOL block: -17

Further records.
SMILES | mHTT-CaM PPI inh | Pf apPOL block
O=[N+]([O-])c1cccc(CNc2ccc(F)c(Cl)c2)c1 | 24 | 5
Cc1cccc(N2CC(C(=O)N(C)C)CC2=O)c1 (stereo unspecified) | 4 | 0
Clc1ccc(OCc2nc3ccccc3[nH]2)c(Cl)c1 | -9&-10 | -3&0
Cc1ccc(OCC(=O)Nc2ccc(C(N)=O)cc2)c(C)c1 | -1 | 3
COc1cccc(CNC2=NCCNC23CCN(S(=O)(=O)c2ccc(F)cc2)CC3)c1 | -1 | -1
CCCC(CCC)C(=O)Nc1cccc(NC(=O)c2ccco2)c1 | 2 | 2
C=CCn1c(-c2ccccc2Cl)nn(C2CCC3OCC2O3)c1=S (stereo unspecified) | -4 | ·
COc1ccc(CC(=O)N2CCc3nc4cc[nH]n4c(=O)c3C2)c(Cl)c1 | 1 | -4
O=C(COc1ccc(-c2cnc3ccccc3n2)cc1)N1CCCCCC1 | 5 | -3
CCCN1CCN(C(=O)c2cn3ccnc(-c4ccccc4)c3n2)CC1 | 9 | 0
Cc1ccc(-n2nc3c(c2NC(=O)c2cc(C)cc(C)c2)CSC3)cc1 | 22 | -2
Cn1c(N2CCCC(C(=O)Nc3ccc4c(c3)OCCO4)C2)cc(=O)n(C)c1=O (stereo unspecified) | 16 | 1

Taken from above:
In Pf apPOL block, `COc1cccc(CNC2=NCCNC23CCN(S(=O)(=O)c2ccc(F)cc2)CC3)c1` shows -1
In mHTT-CaM PPI inh, `CCCN1CCN(C(=O)c2cn3ccnc(-c4ccccc4)c3n2)CC1` shows 9

Further entries follow:
SMILES | mHTT-CaM PPI inh | Pf apPOL block
O=C(Nc1ccc(Cl)cc1)C(O)c1ccccc1 (stereo unspecified) | -5 | 3
Cc1oc(C(=O)O)cc1COc1ccccc1Cl | 2 | 3
O=S(=O)(Cc1ccccc1)N1CCN(c2cccc(Cl)c2)CC1 | 5 | -14
O=C(CCc1nnc(-c2cccc(F)c2)[nH]c1=O)N1CCCCC1 | 4 | -4
Cc1cccc2c(=O)n(C3CCN(S(=O)(=O)c4ccccc4)CC3)cnc12 | -3 | 0
CC(C)C1c2cccn2CCN1C(=O)NC1CCCCC1 (stereo unspecified) | -5 | -4
Cc1ccc(Cn2c(N3CCCC(C(=O)NCC(C)C)C3)nc3ccsc3c2=O)cc1 (stereo unspecified) | -3 | -4
CC1=C(C(=O)Nc2ccccc2C)C(c2ccc(F)c(F)c2)C2=C(CC(C)(C)CC2=O)N1 (stereo unspecified) | -5 | 1
COc1cc(C(=O)Nc2ccc(F)cc2)c(Br)c(OC)c1OC | -5 | 2
Cc1c(N2C(=O)CCC2=O)c(=O)n(-c2ccccc2)n1C | 0 | -5
C=CCN1C(=O)NC2(CCCCC2)C1=O | -9 | -8
O=C(CSc1nnc(-c2cccnc2)o1)c1cccc([N+](=O)[O-])c1 | -2 | 7
CCc1ccccc1NC(=O)c1cccc([N+](=O)[O-])c1 | 5 | -4
CCN=C1SC(CC(=O)Nc2ccc(N3CCCCC3)cc2)C(=O)N1CC (stereo unspecified) | 2 | -5
CC(N)(C(=O)O)c1ccc(C(=O)O)cc1 (stereo unspecified) | · | -3
CCOC(=O)N1CCC2(CC1)N=C(c1ccccc1)CC(c1cccc(OCC)c1O)N2 (stereo unspecified) | 8 | 3
O=C(Nc1nccs1)c1cc(NC(=O)c2cccs2)cc(NC(=O)c2cccs2)c1 | 26 | -5
O=C(Nc1cccs1)N(CCc1cccs1)C1CC1 | 3 | -3
Cc1c(C(=O)NCCCN2CCOCC2)sc2nc(-c3ccccc3)cn12 | 2 | -3
COc1cccc(C2CC(=O)Nc3n[nH]c(C)c32)c1OCc1ccccc1Cl (stereo unspecified) | 11 | -1
CC(C)(C)C(=O)NCC(C)(O)C1CC1 (stereo unspecified) | -6 | 0
COc1cc(O)c2c(c1)oc(=O)c1c3cc(O)c(O)cc3oc21 | · | 51*
COc1cc(N=CC2=C(O)CC(C)(C)CC2=O)c(OC)cc1Cl | -6 | -9
Cc1ccc(N=CC2C(=O)NC(=O)N2c2ccccc2)cc1 (stereo unspecified) | 11 | -2
COc1ccc(Cc2nc(-c3cccc(-c4ccn[nH]4)c3)no2)c(Cl)c1 | 37 | -1
Cc1nc2c(C(=O)NCCC(C)C)cnn2c(C)c1Cc1ccccc1F | 18 | -12
O=C(NC1CCCC1)C(c1cc2c(cc1[N+](=O)[O-])OCO2)N1CCc2ccccc21 (stereo unspecified) | 27 | 2
COc1ccc(NC(=O)C2=C(C)Nc3ncnn3C2c2ccc(OC)c(OC)c2OC)cc1 (stereo unspecified) | 2 | -1
CC(C)(C)c1ccc(NC(=O)N2CCCN(c3nccc(C(F)(F)F)n3)CC2)cc1 | · | 0
COc1ccc(C(C)N(C)C(=O)C(c2ccccc2)c2ccccc2)cc1OC (stereo unspecified) | 7 | -1
Cc1ccccc1COCc1nn(C)c2c1CN(C(=O)c1c(F)cccc1F)CC2 | 16 | 0
O=C(C[n+]1cccc(NC(=O)c2ccccc2)c1)c1ccccc1 | -2 | -3
Cc1ccc(N=C2SC(C(=O)O)CC(=O)N2C)cc1Cl (stereo unspecified) | 3 | 4
Cc1ccc(NC(=O)Cn2[nH]c3c(cnc4ccc(Cl)cc43)c2=O)c(C)c1 | 7 | 1
CCC(=O)NCc1nc2c(n1CC)CN(S(=O)(=O)c1cccc(C#N)c1)CC2 | -3 | -8
Cc1cccc(CSC2=NCCN2C(=O)C2CC2)c1 | 0 | 5
CC1(C)CC(O)(CNCc2ccc(Cl)cc2)CCO1 (stereo unspecified) | -6&-8 | -5&-2
Nc1ccccc1SC(CC(=O)c1cccs1)c1cccs1 (stereo unspecified) | · | -10

Compound profiles (already shown).
CC1Cc2ccc(-c3cc(COC(=O)c4ccc5ccccc5n4)no3)cc2O1 (stereo unspecified) is listed as mHTT-CaM PPI inh: -23; Pf apPOL block: -6
O=c1c2ccccc2c(-c2ccc(F)cc2)nn1-c1cc(N2CCOCC2)ccc1[N+](=O)[O-] is listed as mHTT-CaM PPI inh: 35; Pf apPOL block: 0

Screening results: PubChem, University of Kansas High Throughput Screening Laboratory
